Source: PubChem (several laboratories)
Anthrax LF inh2: Bacillus anthracis LF protease inhibitors, primary screen, biochemical, multiplex microsphere, MLPCN library; multiplex microsphere protease cleavage assay; inhibition, % at 10 µM; hit rate 0.12% among 360,000; AID 588501, 2011; also: plate controls were buffer without enzyme for full effect and enzyme alone for no effect
DUSP3 inh: VHR1 phosphatase inhibitors, primary screen, biochemical, absorbance, uHTS | Dual specificity protein phosphatase 3 (Homo sapiens), P51452 | recombinant VHR phosphatase, pNPP absorbance | inhibition, % at 13.3 µM | hit rate 0.52% among 290,000 | AID 1654, 2009; in the data active = inhibition above about 50%; also: some compounds called inactive have numbers as strong as hits
Yp Topo-I inh: Yersinia pestis topoisomerase I inhibitors, primary screen, biochemical, cleavage product accumulation, plate reader, single point | Y. pestis Topo-I cleavage product accumulation | DNA topoisomerase I (Yersinia pestis CO92) | activity, % at 10 µM | hit rate 0.064% among 360,000; in the data active = activity above about 50%, passing the limit was not always enough; inconclusive = no clear call, values can overlap the other calls; also: inactives centre near 2
CCHFV vOTU inh: CCHFV vOTU protease inhibitors, primary screen, biochemical, Pep-AMC substrate, fluorescence | inhibition, % at 11.5 µM | Crimean-Congo hemorrhagic fever virus L polyprotein viral ovarian tumor (vOTU) protease … | hit rate 0.55% among 370,000; in the data active = inhibition above about 30%; also: 0% = vehicle wells with enzyme and 100% = no enzyme wells
TcdB inh: TcdB glycohydrolase inhibitors, primary screen, biochemical, single point, plate reader; Toxin B (Clostridioides difficile), P18177; TcdB glycohydrolase enzymatic assay; inhibition, % at 9.99 µM; hit rate 0.24% among 350,000; in the data active = inhibition above about 10%
Target sequence (P18177 whole entry, looked up): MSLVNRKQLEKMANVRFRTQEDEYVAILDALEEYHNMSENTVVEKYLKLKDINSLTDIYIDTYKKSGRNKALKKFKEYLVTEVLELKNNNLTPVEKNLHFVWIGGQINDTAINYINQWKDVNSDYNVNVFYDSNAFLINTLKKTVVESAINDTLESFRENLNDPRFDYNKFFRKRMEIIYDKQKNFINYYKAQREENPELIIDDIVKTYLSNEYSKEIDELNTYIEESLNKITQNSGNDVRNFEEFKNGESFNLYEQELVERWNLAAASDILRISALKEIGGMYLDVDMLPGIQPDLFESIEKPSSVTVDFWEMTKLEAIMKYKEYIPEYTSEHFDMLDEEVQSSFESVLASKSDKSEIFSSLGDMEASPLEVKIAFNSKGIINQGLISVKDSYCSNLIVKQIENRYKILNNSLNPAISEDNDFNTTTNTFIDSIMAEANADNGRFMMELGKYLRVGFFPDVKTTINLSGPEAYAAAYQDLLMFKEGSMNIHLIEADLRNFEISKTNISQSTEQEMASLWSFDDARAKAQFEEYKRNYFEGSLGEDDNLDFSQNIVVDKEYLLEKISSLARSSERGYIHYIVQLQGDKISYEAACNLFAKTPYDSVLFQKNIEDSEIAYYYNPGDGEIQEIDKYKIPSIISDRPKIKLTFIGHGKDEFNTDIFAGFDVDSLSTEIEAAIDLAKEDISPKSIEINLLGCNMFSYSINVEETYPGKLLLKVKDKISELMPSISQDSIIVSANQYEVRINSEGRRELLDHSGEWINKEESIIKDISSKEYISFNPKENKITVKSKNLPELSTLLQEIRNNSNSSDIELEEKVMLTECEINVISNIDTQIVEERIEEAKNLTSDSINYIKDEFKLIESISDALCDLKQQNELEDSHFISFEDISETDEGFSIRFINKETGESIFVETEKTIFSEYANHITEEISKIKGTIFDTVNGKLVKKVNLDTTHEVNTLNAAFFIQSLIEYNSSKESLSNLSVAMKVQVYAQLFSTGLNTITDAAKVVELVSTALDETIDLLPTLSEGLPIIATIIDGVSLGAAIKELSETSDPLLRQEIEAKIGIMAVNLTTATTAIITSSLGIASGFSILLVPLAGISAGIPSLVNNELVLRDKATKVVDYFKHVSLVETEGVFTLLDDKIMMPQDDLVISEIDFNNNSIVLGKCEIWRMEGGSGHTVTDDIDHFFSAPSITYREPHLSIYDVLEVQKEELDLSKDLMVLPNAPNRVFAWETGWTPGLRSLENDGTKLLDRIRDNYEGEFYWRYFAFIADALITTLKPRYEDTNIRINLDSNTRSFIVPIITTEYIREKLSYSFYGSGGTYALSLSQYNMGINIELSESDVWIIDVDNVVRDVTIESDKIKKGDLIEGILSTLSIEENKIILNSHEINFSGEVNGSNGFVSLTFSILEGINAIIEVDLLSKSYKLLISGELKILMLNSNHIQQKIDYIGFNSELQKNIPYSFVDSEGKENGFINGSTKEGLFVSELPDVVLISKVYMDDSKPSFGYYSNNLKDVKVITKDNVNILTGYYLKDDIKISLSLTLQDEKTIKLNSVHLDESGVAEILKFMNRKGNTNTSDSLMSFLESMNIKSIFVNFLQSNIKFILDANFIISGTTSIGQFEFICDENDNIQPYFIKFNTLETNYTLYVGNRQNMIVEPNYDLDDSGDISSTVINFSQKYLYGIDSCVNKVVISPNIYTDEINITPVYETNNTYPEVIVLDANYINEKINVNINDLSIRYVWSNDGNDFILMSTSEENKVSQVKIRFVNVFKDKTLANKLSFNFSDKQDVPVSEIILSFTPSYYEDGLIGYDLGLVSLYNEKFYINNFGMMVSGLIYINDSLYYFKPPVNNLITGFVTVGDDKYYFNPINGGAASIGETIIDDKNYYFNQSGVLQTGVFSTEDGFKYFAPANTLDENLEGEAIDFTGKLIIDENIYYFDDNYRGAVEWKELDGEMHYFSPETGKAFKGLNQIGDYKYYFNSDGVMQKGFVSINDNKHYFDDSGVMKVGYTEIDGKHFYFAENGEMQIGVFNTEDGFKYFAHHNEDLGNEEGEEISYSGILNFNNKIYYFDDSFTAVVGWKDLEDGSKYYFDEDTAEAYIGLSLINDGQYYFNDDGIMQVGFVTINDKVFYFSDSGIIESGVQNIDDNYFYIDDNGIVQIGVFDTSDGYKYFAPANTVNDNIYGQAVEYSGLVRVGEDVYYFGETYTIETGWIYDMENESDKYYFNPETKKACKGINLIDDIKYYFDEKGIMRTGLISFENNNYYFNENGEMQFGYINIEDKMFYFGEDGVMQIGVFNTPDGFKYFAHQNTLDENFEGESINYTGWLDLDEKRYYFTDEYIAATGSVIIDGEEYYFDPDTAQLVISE
BoNT A protease: BoNT/A light chain protease inhibitors, primary screen, biochemical, flow cytometry, MLPCN library. Botulinum neurotoxin type A light chain protease (Clostridium botulinum A str. ATCC 3502). AID 588499, 2011. inhibition, % at 10 µM. hit rate 0.17% among 360,000. multiplex microsphere protease substrate cleavage; also: plate controls were buffer without enzyme for full effect and enzyme alone for no effect
PriA SSB inh: inhibitors of Klebsiella pneumoniae PriA binding to SSB C-terminal tail, primary screen, biochemical, AlphaScreen; hit rate 0.6% among 430,000; AID 1272365, 2023; AlphaScreen SSBct-PriA binding, biotinylated peptide; inhibition, % at 33 µM; PriA–SSB C-terminal tail interaction (Klebsiella pneumoniae); in the data active = inhibition mostly above about 37%, no sharp cut-off; inactive = mostly below about 20%;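 also: plate controls were negative control peptide for no effect and reference peptide for full effect; strong numbers were not always called active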
PfHsp40 yeast: rescue of yeast from PfHsp40 toxicity, primary screen, S. cerevisiae, ATP luminescence. S. cerevisiae expressing PfHsp40, growth rescue. growth rescue, % at 12.5 µM. hit rate 0.68% among 340,000; in the data active = growth rescue above about 28%, passing the limit was not always enough; inconclusive = no clear call, values can overlap the other calls;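 also: yeast W303a lacking pdr1 and pdr3 grown in galactose medium; growth measured after three days at 30 °C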
3CLpro inhibitor: SARS-CoV 3CLpro protease inhibitors, primary screen, biochemical, quenched FRET. Replicase polyprotein 1ab (Severe acute respiratory syndrome coronavirus), P0C6X7. recombinant SARS-CoV 3CLpro, quenched FRET peptide cleavage. inhibition, % at 6 µM. hit rate 0.14% among 290,000. AID 1706, 2009; in the data active = inhibition above about 12%
Vc quorum ag: inducers of Vibrio cholerae quorum light production without autoinducers, primary screen, BH1578 luxS cqsA deficient, single point. V. cholerae BH1578 lux reporter, luminescence, 6 h. activation, % at 18.7 µM. hit rate 0.16% among 350,000; in the data active = activation mostly above about 9.7%, no sharp cut-off; inconclusive = no clear call, values can overlap the other calls; inactive = mostly below about 3.7%; also: not every result past the cut was called active; inactives centre near 0; reference of the scale not given here
The depositor's hits bear a star; i = inactive; ? = inconclusive; nt = not tested or not shown. Rule as the data show it, unless noted: active = inhibition above about 30%; inconclusive = no clear call, values can overlap the other calls; inactive = below that.

SMILES	Anthrax LF inh2	DUSP3 inh	Yp Topo-I inh	CCHFV vOTU inh	TcdB inh	BoNT A protease	PriA SSB inh	PfHsp40 yeast	3CLpro inhibitor	Vc quorum ag
COCCOn1c(SCCOC)nc2ccccc2c1=O	?	-11.5	-3.2	-10.9	1.6	?	-5.4	4.1	3.3	-0.5
Cc1ccc(N(CC(=O)NCC2CCCO2)S(=O)(=O)c2ccccc2)c(C)c1 (configuration not stated)	-8.3	1.1	5.2	-6.1	-0.4	-3.5	-5.7	0.0	2.4	-2.2
O=C(Cn1cnc2scc(-c3ccccc3)c2c1=O)NCc1ccco1	-0.2	21.5	-10.7	3.0	0.8	0.7	8.7	0.6	2.0	i
CCCCCN(C(=O)NC(=O)Nn1cnnc1)S(C)(=O)=O	4.3	-4.0	?	0.3	nt	0.3	-6.9	-1.1	1.2	i
O=C(CSc1nnc(-c2ccncc2)o1)Nc1ccc(F)c(F)c1	2.4	nt	-3.9	13.2	-1.3	1.8	0.1	-1.8	nt	-0.6
N#Cc1c(=O)c2nc(NCc3ccccc3)ncc2n2ccccc12	3.4	6.2	4.3	-15.0	nt	0.1	-7.3	0.2	-1.6	-1.4
COc1ccc(C)cc1NC(=O)C1CC(=O)N(CCc2ccccc2)C1 (configuration not stated)	-1.9	-2.0	6.5	-2.1	1.1	-0.4	-1.2	-0.8	1.0	2.4
Cc1ccc2nc(C(=O)N3CCCC(Nc4ccc(F)cc4)C3)cn2c1 (configuration not stated)	1.2	31.8	-13.2	-13.4	-1.2	-2.1	-6.3	1.6	-1.2	i
COc1ccc(CC(O)CO)cc1OCc1ccccc1 (configuration not stated)	-8.1	nt	-8.3	4.4	0.7	-0.1	nt	nt	nt	3.0
O=[N+]([O-])c1ccc(Nc2ccccc2O)c([N+](=O)[O-])c1	-8.5	nt	-9.0	19.7	6.9	1.2	nt	nt	nt	i
COC(=O)c1ccc(N)cc1O	-3.8	28.3	1.7	2.0	nt	-0.7	9.4	-1.3	-3.6	-1.4
Cc1ccccc1-c1ccc(=O)n(CC(=O)Nc2ccc(N3CCOCC3)cc2)n1	-1.9	14.1	0.1	-1.4	nt	?	13.7	1.3	3.2	i
NC(=O)NCCCC(NC(=O)c1ccc(C#CC2(O)CCCCC2)cc1)C(=O)O (configuration not stated)	-1.5	10.6	-2.7	-0.3	1.8	-2.3	-19.7	0.0	-3.8	0.0
NC(=O)c1ccsc1NC(=O)COC(=O)/C=C/c1ccccc1[N+](=O)[O-]	-0.5	nt	-15.9	9.3	0.9	0.3	15.4	0.5	nt	0.1
O=C(Nc1ccc(S(=O)(=O)Nc2nccs2)cc1)c1cccc(S(=O)(=O)N2CCOCC2)c1	1.8	24.5	-3.9	5.7	0.6	1.0	-7.8	0.1	5.6	i
CC12CN(C(=O)c3ccc(Cl)cc3)C3(C#N)CC1CCC23C (configuration not stated)	-0.7	11.6	5.6	15.0	nt	?	-18.1	0.9	2.3	i
Cc1onc(-c2c(F)cccc2Cl)c1-c1nnc(-c2cccc3ccccc23)o1	nt	9.5	3.8	-15.9	-0.6	nt	-20.2	nt	2.5	-0.8
CCOC(=O)Cn1c(CN2CCOCC2)nc2c1c(=O)n(C)c(=O)n2C	-16.1	19.7	1.8	0.1	3.0	-2.0	-4.1	0.6	3.3	-0.5
CCOC(=O)C1CCN(C(=O)CSc2ccc(Cl)cc2)CC1	-0.8	13.2	19.4	3.0	nt	0.2	-10.2	0.6	-1.3	i
S=C(NCCc1ccc(Cl)cc1)NC1CCCC1	1.9	12.1	8.5	-0.1	0.3	-0.3	-6.5	16.9	-2.7	i
CC(=O)N1CCc2cc3nc(C)cc(C)c3cc21	0.7	14.3	-5.7	-22.7	nt	0.4	-5.9	-1.4	-6.7	-0.8
Cc1ncccc1C(=O)N1CCCC(CCC(=O)N2CCN(c3ccccn3)CC2)C1 (configuration not stated)	-1.0	16.6	4.4	4.9	1.0	1.1	1.5	-0.5	0.7	-0.7
O=C(CN1C(=O)CSc2ccc(S(=O)(=O)N3CCOCC3)cc21)N1CCCCC1	-0.6	-25.2	-0.5	0.4	0.2	-1.3	-0.8	0.0	1.0	-0.4
CC(OC(=O)C1CCN(S(=O)(=O)c2ccc(C(C)(C)C)cc2)CC1)C(=O)N1CCOCC1 (configuration not stated)	-2.9	nt	22.7	-8.1	-2.0	-4.1	-12.4	-0.5	nt	-5.9
CC1=NN(C(=S)Nc2ccccc2)C(C)(C)C1	-2.6	3.6	3.5	-1.6	0.1	0.0	-19.6	0.6	2.5	-2.0

Some values from the results shown.
Cc1ccc2nc(C(=O)N3CCCC(Nc4ccc(F)cc4)C3)cn2c1 (configuration not stated) in Yp Topo-I inh is listed with -13.2
COCCOn1c(SCCOC)nc2ccccc2c1=O in PriA SSB inh is listed with -5.4

Gathered by group: the entries above with a cyano group (two)
SMILES	Anthrax LF inh2	DUSP3 inh	Yp Topo-I inh	CCHFV vOTU inh	TcdB inh	BoNT A protease	PriA SSB inh	PfHsp40 yeast	3CLpro inhibitor	Vc quorum ag
N#Cc1c(=O)c2nc(NCc3ccccc3)ncc2n2ccccc12	3.4	6.2	4.3	-15.0	nt	0.1	-7.3	0.2	-1.6	-1.4
CC12CN(C(=O)c3ccc(Cl)cc3)C3(C#N)CC1CCC23C (configuration not stated)	-0.7	11.6	5.6	15.0	nt	?	-18.1	0.9	2.3	i

(list continues)
SMILES	Anthrax LF inh2	DUSP3 inh	Yp Topo-I inh	CCHFV vOTU inh	TcdB inh	BoNT A protease	PriA SSB inh	PfHsp40 yeast	3CLpro inhibitor	Vc quorum ag
O=C(NC1CCC(O)CC1)c1cc(Cl)c2c(c1)OCCO2 (configuration not stated)	-4.9	nt	0.7	2.7	-0.8	0.0	-5.3	4.7	nt	-5.9
CC(C(=O)NCc1ccc(Cl)cc1)n1cccc1C(=O)c1ccccc1 (configuration not stated)	-1.2	7.4	30.4	16.1	0.9	3.4	10.5	-0.2	-1.2	-0.3
Cc1cc(C)cc(NC(=S)N2CCN(c3ncc(C(F)(F)F)cc3Cl)CC2)c1	-1.9	4.3	-2.4	-7.0	0.8	0.6	-10.4	-1.6	-3.6	-0.6
O=C(COC(=O)CNS(=O)(=O)c1ccccc1)Nc1ccc(Cl)cn1	4.0	15.2	5.1	-5.4	nt	0.2	-1.6	-0.1	4.6	nt
CCCCn1nnnc1NCc1cccs1	-1.0	-10.9	-1.0	3.3	0.2	3.4	-11.1	0.6	-2.6	-0.2
O=C1CC(c2ccc(S(=O)(=O)NCc3ccccc3)cc2)CN1 (configuration not stated)	-11.6	12.8	4.0	-3.9	-2.0	-0.6	-16.8	-1.1	0.5	-0.2
Cc1ccc(NC(=O)C2CC(=O)N(Cc3ccccc3)C2)nc1 (configuration not stated)	5.8	nt	9.5	8.0	0.1	-1.6	-0.2	0.1	nt	-4.2
CCOC(=O)C1CCCCN1Cc1ccc(F)cc1 (configuration not stated)	0.2	1.6	8.8	-10.7	-0.2	1.8	-6.4	-0.3	-3.1	i
Cc1ccc(/C=N/Nc2nc(C(C)(C)C)cs2)o1	-3.3	-11.7	-19.9	10.1	1.7	-0.9	nt	-0.9	2.0	i
O=C(Nc1cccc(C(=O)NC2CC2)c1)c1ccc(F)c(S(=O)(=O)N2CCOCC2)c1	-3.6	nt	6.8	4.6	0.4	0.3	6.3	-1.0	nt	-0.9
O=C(CCSCCc1ccccn1)Nc1cccc([N+](=O)[O-])c1	0.0	14.1	1.2	5.5	1.4	0.1	-4.8	1.3	-0.7	-0.5
O=S1(=O)N[C@@H](Cc2ccccc2)COc2cc(N3CC[C@H](O)C3)ccc21	-4.9	nt	nt	-8.8	0.5	-0.9	nt	nt	nt	nt
CCCn1c(=N)c(S(=O)(=O)c2ccccc2)cc2c(=O)n3cccc(C)c3nc21	-0.6	27.7	9.0	-3.3	1.0	1.8	2.3	-2.1	-4.0	-0.4
CN(C)CCNc1ncnc2ccccc12	-0.1	40.5	2.3	2.8	nt	-0.9	-14.7	0.9	-2.0	-0.2
CC(C)(CO)NCc1ccccc1OCC(=O)Nc1ccccc1	-2.6	21.9	-0.3	-9.5	nt	-1.2	-7.9	2.4	0.7	i
CCc1ccc(NC(=S)NCc2cccnc2)cc1	-1.6	32.8	-3.3	13.2	-0.2	?	-11.5	0.3	2.7	0.8
CCn1ccnc1CNC(=O)c1ccc2oc(CCCc3ccccc3)nc2c1	-4.1	4.7	27.8	8.9	6.3	-2.6	11.9	-0.6	1.4	-0.3
CCN(CC)CCN1C(=O)C(=O)/C(=C(/O)c2ccccc2)C1c1ccccc1F (configuration not stated)	1.1	31.6	4.5	7.5	nt	-0.6	nt	-0.7	-0.9	-0.7
Cc1ccc(S(=O)(=O)N2CCOCC2)cc1NC(=O)COC(=O)c1cc(=O)c2ccccc2o1	-1.8	-6.7	3.5	-4.2	nt	0.0	19.0	-2.0	-8.6	i
Cc1c(C(=O)N2CCC(Cc3ccccc3)CC2)sc2ncnc(N3CCC(C)CC3)c12	-0.1	14.1	19.8	11.7	0.7	-1.1	12.6	2.0	-1.7	-3.0
CCN(CC)CCN1C(=O)c2ccccc2NC1c1cc(OC)c(OC)c(OC)c1 (configuration not stated)	-7.1	25.4	-8.5	-96.7	0.6	0.2	-10.5	0.6	4.0	i
C=CCNc1nc(C(=O)OCC(=O)c2ccc(F)cc2)cs1	-4.8	nt	11.9	2.7	1.7	3.4	45.5*	-0.4	nt	-2.1
CC(C)c1ccc(NC(=O)C2CCCCC2C(=O)O)cc1 (configuration not stated)	-5.1	-6.0	5.3	5.1	nt	3.3	-3.3	0.3	4.0	2.4
CCOC(=O)C1=CN(Cc2ccco2)S(=O)(=O)N(C)C1c1ccccc1 (configuration not stated)	-7.3	nt	2.3	-1.2	1.7	-0.5	-13.2	1.0	nt	-1.1
O=C(OCC(=O)N1CCN(C(=O)c2ccco2)CC1)c1ccccc1NCCO	0.7	nt	10.7	-124.3	0.7	2.3	-12.4	0.6	nt	-1.1

Later entries:
SMILES	Anthrax LF inh2	DUSP3 inh	Yp Topo-I inh	CCHFV vOTU inh	TcdB inh	BoNT A protease	PriA SSB inh	PfHsp40 yeast	3CLpro inhibitor	Vc quorum ag
CCOC(=O)C1CCCN(S(=O)(=O)c2cc3c(cc2Cl)NC(=O)CO3)C1 (configuration not stated)	-4.4	21.2	5.6	1.6	-1.3	0.1	-7.3	9.8	-2.4	-0.5
O=C(NCCS(=O)(=O)N1CCN(c2ccccc2)CC1)c1cccc(F)c1	?	nt	1.9	-5.1	0.5	-3.9	-4.8	2.4	nt	-0.4
Nc1nnc(SCC(=O)NNC(=O)c2ccc(F)cc2)s1	-0.4	nt	-0.4	4.8	1.7	-0.5	1.1	-1.5	nt	i
CCOC(=O)c1c(NC(=O)CSc2ncn[nH]2)sc(C(=O)N(C)C)c1C	-3.0	nt	0.6	-1.1	-1.5	-2.3	-10.9	-1.1	nt	i
CC(C)N(C(=O)CSc1nnc(NC(=O)Cc2cccs2)s1)C(C)C	-0.1	14.4	4.8	-4.3	0.9	-0.2	-2.3	-1.9	-4.5	i
O=C(NC1CCS(=O)(=O)C1)c1cccc(S(=O)(=O)N2CCCCCC2)c1 (configuration not stated)	1.1	21.9	0.6	6.6	2.9	0.4	-21.6	1.0	-2.1	i

A portion of the library. The share of hits here may be higher or lower than overall.
